phage Ecoli inh – growth loss of phage-infected E. coli, primary screen, RecBCD inhibitor project, absorbance, with phage, HTS. inhibition, % at 11.9 µM. 0.26% of 360,000 active. AID 651602, 2012; in the data active = inhibition above about 11%
Arr AP2 block – inhibitors of beta-arrestin/AP2 binding, primary screen, biochemical, GPCR trafficking, flow cytometry. beta-arrestin 1 C-terminal peptide binding to AP2 beta2-adaptin appendage (human). FITC-arrestin peptide / GST-AP2 beads; AP2 beta2 appendage carries R879A mutation. inhibition, % at 10 µM. 0.31% of 340,000 active. AID 504490, 2011;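 active = inhibition above a set limit, near 3 SD of compounds lacking own fluorescence, cut at about 54% in these data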;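 also: plate controls were DMSO wells for no effect and 5 µM unlabelled arrestin peptide for full effect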
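Measured by: flow cytometry, FL1 (488/535 nm); Material: AP2 appendage R879A on GSH beads; Evaluation: percent response; Timing: pre-incubation 12 min, peptide binding 1 h, room temperature; Also added: 50 nM FITC-arrestin peptide; Medium: PBS with 0.05% Tween 20 and 0.1% BSA.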
Tat export inh – E. coli Tat export inhibitors, primary screen, MC4100, TorA-mCherry reporter, fluorescence, single point; inhibition, % at 10 µM; 0.036% of 340,000 active;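 active = mean replicate inhibition at least 50% and at least half of replicates individually reaching 50%; inconclusive = only one of the two criteria met; inactive = neither criterion met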;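 also: exported cargo escapes ClpAP degradation while cytoplasmic cargo is degraded and loses fluorescence; 0% = median of neutral control wells and 100% = median of NaSCN control wells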
E coli growth – E. coli V3065 growth inhibition, primary screen, counter-screen for AddAB inhibitor project, absorbance, OD600. 18 h. inhibition, % at 11.9 µM. 0.27% of 330,000 active. AID 449728, 2010;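 active = inhibition above the campaign's mean inhibition across all tested compounds plus 3 SD, cut at about 9.9% in these data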;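 also: uninfected addAB+ strain grown without phage in ampicillin broth; 0% = DMSO wells and 100% = ciprofloxacin 0.95 µg/ml wells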
AddAB inh – growth inhibition of E. coli expressing H. pylori AddAB, primary screen, AddAB inhibitor project, absorbance; inhibition, % at 11.9 µM; 0.29% of 330,000 active; in the data active = inhibition above about 12%;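 also: 0% = vehicle wells of infected cells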
MOR-DOR ag – agonists of OPRM1-OPRD1 heterodimerization, primary screen, cell-based, luminescence | cells | activation, % at 9.3 µM | 0.3% of 340,000 active | AID 504326, 2011 | Mu-type opioid receptor (Homo sapiens) + Delta-type opioid receptor (Homo sapiens), …; in the data active = activation above about 18%;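 also: 0% = vehicle-treated cells and 100% = reference agonist; values of inactives mirror those of a sister screen read the other way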
OPRM1-OPRD1 inv – inverse agonists of MOR-DOR heterodimerization, primary screen, cell-based, luminescence. Mu-type opioid receptor (Homo sapiens) + Delta-type opioid receptor (Homo sapiens), …. cell-based MOR-DOR heterodimer luminescence, inverse agonism. inhibition, % at 9.3 µM. 0.21% of 340,000 active. AID 504357, 2011; in the data active = inhibition above about 22%, passing the limit was not always enough;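 also: 0% = cells with DMSO and 100% = wells without cells with DMSO; values of inactives mirror those of a sister screen read the other way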
Pemphigus Ab inh – inhibitors of pemphigus antibody binding to DSG3, primary screen, biochemical, bead-based, flow cytometry, scFv-GFP | DSG3-coupled beads, scFv-anti-DSG3-GFP binding; active compounds read low | binding (percent of control), % at 10 µM | 0.48% of 310,000 active | AID 588358, 2011;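 active = binding more than 3 SD below its plate's average and above zero; inconclusive = below that plate limit but binding exactly zero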;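 also: hits lower antibody fragment binding to DSG3; some compounds called inactive have numbers as strong as hits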
Target sequence (P32926 whole entry, looked up, the tested form may be a part): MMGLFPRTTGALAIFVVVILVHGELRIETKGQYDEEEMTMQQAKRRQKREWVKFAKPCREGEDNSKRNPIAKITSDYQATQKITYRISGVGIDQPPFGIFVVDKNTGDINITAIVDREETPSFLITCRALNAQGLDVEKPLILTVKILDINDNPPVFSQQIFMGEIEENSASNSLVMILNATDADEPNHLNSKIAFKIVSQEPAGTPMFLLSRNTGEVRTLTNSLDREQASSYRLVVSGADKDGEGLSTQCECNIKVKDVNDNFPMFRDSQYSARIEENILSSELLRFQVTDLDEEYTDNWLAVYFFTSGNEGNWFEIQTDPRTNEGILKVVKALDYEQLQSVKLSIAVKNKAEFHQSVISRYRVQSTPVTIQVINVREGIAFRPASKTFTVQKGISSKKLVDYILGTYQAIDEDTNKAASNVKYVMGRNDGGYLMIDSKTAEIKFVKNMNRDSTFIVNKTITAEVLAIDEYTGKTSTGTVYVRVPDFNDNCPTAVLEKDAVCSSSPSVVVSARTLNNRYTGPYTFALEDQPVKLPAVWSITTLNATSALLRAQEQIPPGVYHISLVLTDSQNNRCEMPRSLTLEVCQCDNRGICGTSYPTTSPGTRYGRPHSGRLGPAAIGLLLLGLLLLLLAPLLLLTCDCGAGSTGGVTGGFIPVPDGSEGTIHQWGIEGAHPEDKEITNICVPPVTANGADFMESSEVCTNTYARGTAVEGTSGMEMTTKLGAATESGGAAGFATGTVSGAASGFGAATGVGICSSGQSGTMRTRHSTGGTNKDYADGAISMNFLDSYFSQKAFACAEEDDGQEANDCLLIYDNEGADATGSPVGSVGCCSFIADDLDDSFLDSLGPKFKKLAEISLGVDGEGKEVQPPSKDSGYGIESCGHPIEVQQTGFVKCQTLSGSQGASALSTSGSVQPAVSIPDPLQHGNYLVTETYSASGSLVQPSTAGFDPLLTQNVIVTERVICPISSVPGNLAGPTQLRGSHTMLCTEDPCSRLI
Mot1-301 SUMO – yeast Mot1-301 growth rescue at high temperature, primary screen, SUMOylation pathway inhibitor project, S. cerevisiae, ATP luminescence, 38.5C. S. cerevisiae Mot1-301 growth rescue; percent above DMSO median, 100 means doubled. growth rescue, % at 18.8 µM. 1% of 320,000 active. AID 2716, 2010;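 active = every valid replicate shows activation above 250% relative to neutral control wells; inactive = the rest, any valid replicate at or below 250%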;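 also: OY570 slx delta 5 strain wells were the positive control but not used for scaling; some compounds called inactive have numbers as strong as hits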
PKA-R1A activ – activators of PKA-R1A holoenzyme, primary screen, biochemical, fluorescence polarization, Cy5-IP20, bovine R1A, mouse PKAc. cAMP-dependent protein kinase type I-alpha regulatory subunit (Bos taurus) + …. PKA-R1A dissociation; scaled: DMSO 0%, 113 µM cGMP 100%. activation, % at 11.4 µM. 0.083% of 340,000 active;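 active = percent activation above the mean of all tested compounds plus 3 SD, cut at about 19% in these data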;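 also: higher means more PKAc released from R1A so a rise in polarization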
PfHsp90 set2 – growth inhibition of PfHsp90-expressing yeast, primary screen, antimalarial PfHsp90 inhibitor project, S. cerevisiae, BacTiter-Glo luminescence, single point, set 2. BacTiter-Glo ATP, 48 h; yeast lacking PDR1 and PDR3 efflux regulators. 0.32% of 310,000 active. inhibition, % at 9.4 µM;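 active = every replicate shows inhibition above about 80%, whatever the replicate mean, limit read from the data; inconclusive = mean inhibition reaches the set limit but some replicate falls short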;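 also: 0% = DMSO neutral controls and 100% = 20 µM radicicol positive controls; yeast relying on Plasmodium falciparum Hsp90 in place of its own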
* = called active by the depositor; u = inconclusive; x = no result given. Rows are unselected. Share with any hit: about 2.8%.

mol	phage Ecoli inh	Arr AP2 block	Tat export inh	E coli growth	AddAB inh	MOR-DOR ag	OPRM1-OPRD1 inv	Pemphigus Ab inh	Mot1-301 SUMO	PKA-R1A activ	PfHsp90 set2
CCn1c(N2CCN(Cc3ccc([N+](=O)[O-])cc3)CC2)nc2ccccc21	-2.9	10	0	-1.8	-1.0	-1.0	5	121	-3	7	5
O=C(NCCN1CCN(c2ccccc2F)CC1)C1c2ccccc2C(=O)N2CCc3ccccc3C12 (stereo unspecified)	3.2	3	-8	1.9	0.7	-2.3	14	x	294	-6	8
COc1ccc(N2CCN(C(=O)CCC(=O)N3CC(C)Oc4ccc(C)cc43)CC2)cc1 (stereo unspecified)	0.8	-4	-1	-0.8	0.3	-0.6	3	86	11	-2	23
N#C/C(=C(/O)C(Cl)c1ccccc1)c1nc2ccccc2s1 (stereo unspecified)	0.2	5	-7	-2.6	-2.2	-0.9	4	99	13	-17	-8
Cc1nc(NC(=O)CC(C)C)sc1-c1csc(Nc2ccc(Cl)cc2Cl)n1	2.5	2	-8	-0.9	2.4	-4.2	19	98	9	-22	-6
Cc1nnc(SCC(=O)Nc2ccc(N(C)C)cc2)n(N)c1=O	1.2	25	-10	-4.5	-2.9	-0.6	3	94	10	6	16
CCC(C)NC(=O)Cn1c(=O)n(CCCC(=O)NCc2ccccc2Cl)c(=O)c2ccccc21 (stereo unspecified)	3.2	6	-5	-1.9	2.1	-0.7	4	101	-3	-2	-123
O=C(O)c1ccc(-c2noc(-c3ccccc3C(F)(F)F)n2)cc1	3.0	10	4	-0.7	3.0	-1.2	6	98	10	9	-9
O=C(O)/C=C/c1cn(-c2ccccc2)nc1-c1cc2ccccc2o1	0.1	15	-4	0.2	-0.2	-0.1	0	105	5	-4	90*
O=[N+]([O-])c1ccc(Cl)cc1NCCCN1CCOCC1	3.2	6	5	2.3	0.2	-1.0	7	102	99	-5	-3
Cc1csc(=O)n1CCC(=O)OCC(=O)c1c(N)n(C)c(=O)n(C)c1=O	-0.2	37	4	-0.7	-1.4	0.2	-1	94	-7	-7	7
O=C(CSc1ccccc1)Nc1ccc2sccc2c1	3.3	-16	-8	1.5	5.1	-2.7	14	102	-3	-10	-7
C=CCn1c(SCC(=O)Nc2ccccc2-c2ccccc2)nc2cc(C(=O)O)ccc2c1=O	1.7	-6	12	0.6	2.8	-0.8	4	101	-12	-2	28
O=c1c(-c2ccccc2Cl)coc2c(CN3CCCCC3)c(O)ccc12	0.5	6	-2	-0.3	-0.5	-3.4	15	97	-18	10	18
COc1ccccc1C(=O)NCCC(=O)Nc1ccc(S(=O)(=O)N2C(C)CCCC2C)cc1 (stereo unspecified)	4.8	-10	7	0.3	1.9	-2.9	11	x	43	3	-19
COc1ccccc1C(=O)Nc1ccc(Nc2ccccc2)cc1	1.0	-5	x	0.3	1.4	x	x	112	9	x	x
Cc1ccc(C(=O)NCCCn2ccnc2)cc1C	5.3	15	x	0.1	1.9	x	x	100	66	x	x
COc1ccc(-c2nnc(SCC(=O)NC3CCCC3)n2C)cc1	2.0	-4	2	1.5	3.0	-1.5	11	103	141	3	-11
COc1ccc(CCNC(=O)c2ccc(CS(=O)Cc3ccc(C)cc3)o2)cc1OC (stereo unspecified)	4.1	-16	0	-2.2	6.9	-1.0	5	106	-15	-6	-2
Cc1ccccc1NC(=O)CSc1nnc(Cc2cccn2C)n1-c1ccc(F)cc1	1.2	6	-3	1.2	4.4	-2.5	13	105	77	3	x
Cc1ccc(NC(=O)Nn2cnnc2)cc1Cl	1.2	-12	1	1.4	0.1	-1.1	8	100	-11	12	6
COc1ccc(/C=N/Nc2nc(-c3ccc(Cl)cc3)cc(C(F)(F)F)n2)cc1OC	3.2	-2	7	-2.3	4.6	4.3	-21	x	54	-7	-39
COc1cc(NC(=O)C2CC2)c(OC)cc1NC(=O)c1ccco1	-1.5	-8	-4	-0.6	-0.7	-0.8	5	96	-22	-2	-14
COc1ccccc1NCC(=O)N/N=C/C=C/c1ccccc1	0.6	-10	0	-2.1	1.3	-0.6	3	97	-3	1	-16
COc1cc(/C=N/Nc2nc(C)cc(=O)[nH]2)cc(OC)c1O	0.0	0	2	-0.5	-0.8	-0.9	4	95	24	4	-31
CC(C)(C)c1ccc(N/N=C(\C#N)S(=O)(=O)C(C)(C)C)cc1	4.4	0	-1	-0.4	1.2	-0.3	2	100	-11	0	-9
CCc1cccc(CC)c1C(O)c1cccnc1 (stereo unspecified)	6.3	7	-1	-0.3	3.0	-1.1	6	101	6	6	4
O=C(c1ccc(=O)oc1)N1CCCc2ccccc21	2.1	7	2	1.9	2.4	-1.2	7	105	2	-8	-26
O=C(Nc1cccnc1Cl)c1cc(-c2ccc(Br)cc2)on1	-0.2	5	1	-1.8	2.3	-0.6	5	116	-10	1	12
O=C(O)c1cccc(CN2C(=O)S/C(=C/c3cccc([N+](=O)[O-])c3)C2=O)c1	1.8	8	-1	-0.9	-0.1	0.2	-1	91	54	-5	-1
CC(=O)Nc1ccc(C(=O)CSc2nnc(C)o2)cc1	2.1	23	-3	-2.6	-0.3	-3.9	16	111	78	-10	-7
CC1CCN(C(=O)COC(=O)c2cc3ccccc3cc2O)CC1	1.5	12	5	0.5	2.7	-1.5	9	x	16	-12	9
Cc1ccccc1/C=N/N1CCN(c2ccccc2)CC1	3.4	-5	3	-1.0	-0.3	2.7	-14	94	7	-5	-13
COC(=O)c1ccc(COc2cc(O)c3c(c2)OC(C)(C)CC3=O)cc1	1.5	27	-13	1.6	-0.3	-0.5	3	x	10	-1	-1
Cc1cc(NS(=O)(=O)c2ccccc2)c([N+](=O)[O-])cc1C	-1.2	62*	-7	-1.9	2.8	-0.3	2	100	-1	-11	-2
COc1ccc(-n2cnnc2SCC(=O)Nc2cc(S(=O)(=O)N3CCCCC3)ccc2C)cc1	2.1	4	6	-2.4	-1.2	-0.9	5	113	10	-5	-14
CCOC(=O)N1CCN(C(=O)c2ccccc2NC(=O)c2ccc(OC)cc2)CC1	0.4	9	-3	0.0	0.7	-0.9	5	95	33	3	-2
CCOC(=O)[C@H]1[C@H]2COc3ccc(Cl)cc3[C@@H]2N2C(=O)[C@@H](CO)NC(=O)[C@@]12C	1.6	7	-3	1.8	4.6	-1.4	8	104	-1	-1	2
COc1cccc(CN(C)C(=O)c2cccc(S(=O)(=O)N3CCN(c4ccccc4)CC3)c2)c1OC	0.3	22	4	x	x	-2.0	8	108	x	3	27
CN1CCN(c2nc(-c3ccc(Cl)cc3)nc3ccccc23)CC1	2.8	13	3	x	x	1.9	-9	98	x	1	-12
CC(=O)c1cc(-c2ccccc2)n(CC(=O)NCc2cccs2)c1C	2.9	3	-6	-1.6	1.9	-3.7	18	103	657	-2	x
CCN1CCN(c2ccc(NC(=O)c3cccnc3)cc2Cl)CC1	3.1	14	-2	0.1	5.1	-3.3	20	104	-1	-7	-12
C[C@H](CO)N1C[C@H](C)[C@@H](CN(C)S(C)(=O)=O)Oc2ccc(NC(=O)NC3CCCCC3)cc2C1=O	3.1	5	-3	1.4	0.2	-1.8	10	107	-26	2	-6
CCOC(=O)N1CCC(Nc2c(OCC)c(=O)c2=O)CC1	2.4	-5	4	-0.5	2.7	0.5	-3	102	-18	-8	20
COC(=O)c1cc(Cl)c(NS(=O)(=O)c2ccccc2)cc1OC	1.3	-14	-3	-0.2	-0.1	-0.8	4	81	142	-9	1
CC(C)(C)CC(=O)Nc1ccc(Nc2ccccc2)cc1	3.8	13	u	1.9	0.7	-0.6	3	108	x	-10	-28
O=C(Cc1ccc(S(=O)(=O)N2CCOCC2)s1)N1CCN(S(=O)(=O)c2cccc(Cl)c2)CC1	5.1	0	7	4.5	2.9	0.9	-5	88	-10	9	40
O=C(C[n+]1ccccc1)Nc1nc2ccccc2s1	2.3	11	-9	2.1	2.3	-3.3	17	100	-4	-7	-19
COc1ccc(OCCOC(=O)CNC(=O)c2ccc(Cl)cc2Cl)cc1	5.0	12	1	0.0	-1.5	0.9	-6	96	14	13	-1
O=C(COC(=O)CCCNC(=O)c1ccc(Cl)cc1)NCc1ccccc1Cl	1.3	-11	29	-0.8	0.7	-0.4	2	86	-5	-18	-3
CC(C)(C)c1ccc(COC(=O)CNC(=O)CNC(=O)Cc2ccccc2)cc1	1.1	-10	5	-4.3	-1.3	2.1	-12	87	7	-4	-58

Source: PubChem
